From PubChem
GAA850 FXN act: FXN promoter activators, primary screen, cell-based, luciferase luminescence, HEK293 lucGAA850 | activation, % at 6 µM | 360,000 compounds, 0.56% hits | HEK293 lucGAA850 FXN promoter luciferase reporter, 24 h; percent of 10 µM SAHA response | AID 540364, 2011;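 active = activation above the average of all compounds screened plus 3 SD, cutoff fixed separately per campaign, cut at about 7.5% in these data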;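 also: 0% = DMSO wells and 100% = 10 µM SAHA wells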
ADAM10 inh: human ADAM10 inhibitors, primary screen, biochemical, QFRET, HTS; inhibition, % at 7 µM; Disintegrin and metalloproteinase domain-containing protein 10 (Homo sapiens), O14672; recombinant ADAM10, EDANS/DABCYL FRET peptide cleavage, 3 h; 370,000 compounds, 0.62% hits;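 active = inhibition above a per-campaign cutoff equal to the mean of compounds falling between control-based bounds plus 3 SD, cut at about 20% in these data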;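 also: 0% = DMSO wells while the 100% control is not disclosed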
Tn6 DDE FP: inhibitors of Tn6 peptide binding to fibrin DD(E), primary screen, biochemical, fluorescence polarization, human fibrin, Tn6 probe. 370,000 compounds, 0.21% hits. Fibrin DD(E) TRITC-Tn6 fluorescence polarization displacement. inhibition, % at 8.3 µM. Fibrinogen beta chain (Homo sapiens), P02675. AID 720509, 2013;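 active = inhibition above a per-campaign cutoff: mean of compounds within control limits plus 3 SD, cut at about 15% in these data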;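 also: 0% = median of all compound wells on the plate and 100% = blocking peptide control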
GC-A act: GC-A stimulated cGMP production enhancers – HEK293 GC-A cells, cGMP TR-FRET, EC30 ANP, primary screen | Atrial natriuretic peptide receptor 1 (Homo sapiens), P16066 | 0% at EC30 ANP, 100% saturating ANP | activation, % at 10 µM | 370,000 compounds, 0.14% hits | AID 1671463, 2021; in the data active = activation above about 40%
sPLA2-III inh: human group III sPLA2 inhibitors, primary screen, biochemical, QFRET, BODIPY PC-A2 liposome substrate. Group 3 secretory phospholipase A2 (Homo sapiens), Q9NZ20. QFRET BODIPY PC-A2 liposome hydrolysis, fluorescence. AID 743126, 2013. inhibition, % at 12.2 µM. 370,000 compounds, 0.56% hits;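 active = inhibition above mean plus 3 SD of compounds lying within the high and low control bounds, cut at about 19% in these data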;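 also: 0% = median of test compound wells and 100% = no enzyme DMSO wells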
NPR2 activator: human GC-B receptor activators, primary screen, HEK293 GC-B cells, cGMP TR-FRET, EC30 CNP; 0% at EC30 CNP, 100% saturating CNP; activation, % at 10 µM; 370,000 compounds, 0.11% hits; AID 1920062, 2024;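 active = activation at 10 µM reaching about 35% in either raw or pattern-adjusted values, limit read from the data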
rCAG RNA binder: binders of r(CAG) RNA repeats, primary screen, biochemical, fluorescence | inhibition, % at 3 µM | r(CAG) RNA repeat, TO-PRO-1 dye displacement fluorescence | 370,000 compounds, 1.3% hits;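 active = inhibition above the plate cutoff, the mean of all test compounds on that plate plus 3 SD, cut at about 35% in these data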;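 also: 0% = DMSO alone and 100% = 100 µM mitoxantrone as full dye displacement; higher means more dye released from RNA so lower well fluorescence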
KLK7 zymogen act: proKLK7 zymogen activators, primary screen, biochemical, fluorescence intensity | Kallikrein-7 (Homo sapiens), P49862 | purified proKLK7, EDANS-DABCYL substrate fluorescence; 100% is mature enzyme control, 0% vehicle | activation, % at 7 µM | 370,000 compounds, 0.9% hits;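 active = activation above the mean of all tested compounds plus 3 SD, computed per campaign excluding outliers beyond control limits, cut at about 13% in these data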
Target sequence (P49862 whole entry, looked up): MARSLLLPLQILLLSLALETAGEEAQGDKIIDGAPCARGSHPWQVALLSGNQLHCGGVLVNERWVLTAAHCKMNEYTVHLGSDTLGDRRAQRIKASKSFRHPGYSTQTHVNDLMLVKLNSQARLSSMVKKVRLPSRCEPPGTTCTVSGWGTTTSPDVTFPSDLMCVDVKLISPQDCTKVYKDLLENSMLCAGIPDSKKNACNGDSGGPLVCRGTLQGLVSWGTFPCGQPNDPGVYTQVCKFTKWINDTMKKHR
ARFGAP1 inhibitor: inhibitors of rat ARFGAP1 GAP activity, primary screen, biochemical, fluorescence polarization, GDP tracer | inhibition, % at 16.5 µM | Arfgap1-stimulated ARF1 GTP hydrolysis, GDP FP detection | 360,000 compounds, 0.26% hits | AID 651572, 2012;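 active = inhibition above a per-plate limit, mean inhibition of low control wells plus 3 SD, cut at about 25% in these data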;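 also: 0% = DMSO wells with enzyme and 100% = wells lacking Arfgap1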
Target sequence (Q62848 1-136 limits assumed): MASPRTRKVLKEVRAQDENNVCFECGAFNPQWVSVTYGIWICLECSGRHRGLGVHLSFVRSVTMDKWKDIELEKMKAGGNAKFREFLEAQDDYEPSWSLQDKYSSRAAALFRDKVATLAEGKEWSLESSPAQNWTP
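material = rat Arfgap1 catalytic domain, aa 1-136 | also added = human ARF1(Δ1-17)-GTP substrate | compound dosing = one concentration, 16.5 µM, DMSO 1.26% | times = GTP hydrolysis reaction 2 h at 25 °C | measured by = FP, GDP Alexa 633 tracer displaced from anti-GDP antibody, 620/688 nm | evaluation = percent inhibition of Arfgap1-stimulated GTP hydrolysis | replication = single well per compound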
ASAP1 GAP inh: inhibitors of human ASAP1 ArfGAP activity, primary screen, biochemical, fluorescence polarization. Arf-GAP with SH3 domain, ANK repeat and PH domain-containing protein 1 (Homo sapiens), …. ASAP1-stimulated ARF1 GTP hydrolysis, GDP FP detection. inhibition, % at 16.5 µM. 360,000 compounds, 0.19% hits. AID 624377, 2012; in the data active = inhibition above about 25%;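 also: 0% = vehicle with enzyme and substrate and 100% = no enzyme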
Target sequence (Q9ULH1 325-724 limits assumed): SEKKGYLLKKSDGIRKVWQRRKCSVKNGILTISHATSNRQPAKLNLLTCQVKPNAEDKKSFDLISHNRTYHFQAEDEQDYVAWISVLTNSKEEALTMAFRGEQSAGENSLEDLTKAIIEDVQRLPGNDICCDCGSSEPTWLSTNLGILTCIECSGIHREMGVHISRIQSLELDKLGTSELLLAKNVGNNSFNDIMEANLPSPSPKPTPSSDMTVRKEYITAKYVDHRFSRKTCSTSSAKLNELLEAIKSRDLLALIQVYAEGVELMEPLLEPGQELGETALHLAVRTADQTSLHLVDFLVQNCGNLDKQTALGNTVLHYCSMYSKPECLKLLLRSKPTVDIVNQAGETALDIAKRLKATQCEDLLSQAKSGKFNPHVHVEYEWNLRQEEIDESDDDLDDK
Numbers without * were called inactive; i = inactive; . = no result given. Compounds as they come. About 4.5% of those tested had a hit in this group.

structure	GAA850 FXN act	ADAM10 inh	Tn6 DDE FP	GC-A act	sPLA2-III inh	NPR2 activator	rCAG RNA binder	KLK7 zymogen act	ARFGAP1 inhibitor	ASAP1 GAP inh
C=CCN1N=C(c2ccc(NC(=O)c3ccccc3)cc2)CSC1=O	-1.5	8	-8	-2	5	4	-2	0.2	2	9
CCOc1cc(CN2CCCC(CNC(=O)c3ccc(F)cc3)C2)ccc1OC (stereo not given)	0.1	-8	-3	4	-2	-2	-1	-0.6	4	1
CCOC(=O)C1CCN(C(=S)Nc2cc(OC)c(OC)cc2C(=O)OC)CC1	2.4	1	-2	2	8	0	-4	1.0	4	0
O=C(c1ccco1)n1nc(NCc2ccccc2)nc1NCc1ccccc1	0.2	12	-1	2	-10	-3	-4	-175	0	20
O=C(COc1ccc([N+](=O)[O-])cc1)Nc1ccc(NC(=O)c2ccccc2)cc1	-3.8	-2	2	-3	8	4	0	0.2	8	0
CSc1ccc(C2NC(=O)c3ccccc3N2)cc1 (stereo not given)	0.0	i	2	-6	-5	1	0	17*	4	-9
Cc1nn(-c2ccccc2)c(C)c1NC(=O)COC(=O)c1cc([N+](=O)[O-])ccc1NCCO	1.1	1	1	3	3	2	-2	-0.6	4	15
Cn1c(=O)n(Cc2ccc(Cl)cc2)c(=O)c2c1nc1n2CCN1Cc1ccco1	-4.4	-15	-9	0	5	12	-2	-0.5	3	8
CNC(=S)NNC(=O)c1ccc(C(C)(C)C)cc1	1.9	-2	0	1	18	2	-2	0.0	15	-8
COC(=O)N1CCCCC1c1cc(C(=O)NCc2ccc(F)cc2)no1 (stereo not given)	1.5	-7	-6	0	3	0	1	0.0	0	-12
COC(=O)c1ccc(CNC(=O)CN(CCC(C)C)S(=O)(=O)c2ccc3c(c2)OCCO3)cc1	1.5	-4	2	3	2	6	-2	0.3	9	-5
O=C1CC(c2ccc3c(c2)OCO3)c2cc3c(cc2N1)OCO3 (stereo not given)	-2.0	3	-4	-3	-3	2	-3	-0.5	-16	3
CCOC(=O)c1cccc(C2=CC(=O)C[C@H](c3ccc(Cl)cc3)C2)c1	3.0	0	-6	4	0	4	4	0.2	1	-5
COc1ccc(C2CC(=O)N(C)c3ccccc3S2)cc1 (stereo not given)	-3.6	-2	-3	4	1	-7	-9	0.1	-2	-2
Cc1ccnn1CCSCC(=O)O	1.6	1	3	1	8	2	-3	0.0	7	-7
O=c1[nH]ncc(N/N=C/c2ccccc2)c1Cl	2.1	4	2	1	-3	-4	2	1.3	5	-6
COc1ccc(-c2csc(N(C)C(=O)c3ccco3)n2)cc1	3.0	-6	-4	2	-2	-4	7	-0.9	12	-5
COc1cc(C)c(C)cc1S(=O)(=O)n1c(C)nc2ccccc21	3.6	-1	0	-5	-5	5	-6	0.9	-2	11
C/C(=N\NC(=O)Cc1cccn1C)c1ccco1	-0.9	1	5	3	2	2	5	-0.5	1	-8
CCN(C(=O)COC(=O)c1cc2c(s1)CCC(C)C2)c1c(N)n(Cc2ccccc2)c(=O)[nH]c1=O (stereo not given)	-0.5	-11	-3	0	-6	-2	6	0.1	9	10
NC(=O)c1c(NC(=O)COC(=O)c2ccc(O)c(Cl)c2)sc2c1CCCC2	-1.4	-3	-5	-7	-9	-4	39*	0.7	1	2
O=C(Nc1ccc(S(=O)(=O)Nc2ncccn2)cc1)c1cncc(Br)c1	2.2	-2	-2	2	7	2	-1	0.4	3	-3
CN(C)c1ccc(/C=C/C=N/Nc2nc(N3CCOCC3)nc(N3CCOCC3)n2)cc1	-0.9	-105	-1	-7	5	-4	-3	-35	8	-4
CCc1nc(Cl)c(C#N)c2c1CCCC2	0.7	-6	-5	-1	9	2	-2	0.1	-9	-1
N#CC1(N2CCN(C(=O)c3ccccc3)CC2)CCCCC1	0.8	-11	2	3	-1	0	-4	-0.5	0	3
COC(=O)CSc1nc(N2CCCCC2)c2c(c1C#N)CCCC2	1.5	-3	0	6	-1	1	1	0.1	5	8
C/C(=N\Nc1ccc(C#N)cc1[N+](=O)[O-])c1ccc(C)o1	-0.6	13	-4	-6	2	-4	-1	0.2	10	4
Cc1cc(Nc2ccccc2)n(-c2ccccc2)n1	-0.9	5	-3	4	4	-1	1	-1.1	-5	5
CC(=O)Nc1ccc(C=CC(=O)c2ccc([N+](=O)[O-])cc2)cc1	-0.7	3	0	10	2	-6	4	0.3	10	-8
Cc1ccc2[nH]c(=O)c(Cc3ccccc3)c(O)c2c1	-0.5	-33	-3	3	-2	1	-1	0.5	4	1
CCc1cc(-c2n[nH]c(=S)n2CC)cs1	-0.1	-4	0	4	13	1	0	0.3	-3	7
O=C1CC(c2ccc(OCCCCCOc3ccc(C4CC(=O)NC4=O)cc3)cc2)C(=O)N1 (stereo not given)	0.3	-2	0	0	-38	2	-4	0.2	4	-5
CCN1CCN(c2nc(C)c3c(n2)CC(C)CC3=O)CC1 (stereo not given)	1.1	-1	1	2	4	5	-9	0.0	9	4
Cc1ccc(S(=O)(=O)N2C[C@]3(O)C[C@@H]4C(=O)N(c5ccccc5)C(=O)[C@@H]4C[C@]3(OC(=O)Nc3cccs3)C2)cc1	-0.4	2	-7	0	4	3	10	0.5	-1	-11
O=C(c1ccc(Cl)c([N+](=O)[O-])c1)N(Cc1ccc(Cl)cc1)C1CCS(=O)(=O)C1 (stereo not given)	0.0	5	6	-40	-11	-18	-3	-0.6	3	-7
CCc1noc(C)c1C(=O)N1CCOCC1	-0.5	-4	-7	2	5	5	-1	0.4	3	5
O=C(CNS(=O)(=O)c1ccc(Br)s1)N1CCN(c2ccc(F)cc2)CC1	-1.1	-1	-2	-4	-8	-4	2	0.7	15	9
COc1ccccc1CNC(=O)Cn1c(=O)oc2cc(Cl)ccc21	0.8	5	1	-4	-4	-2	0	-0.1	-8	4
COC(=O)[C@@]1(C(C)C)N=C(c2cc(OC)c(OC)c(OC)c2)[C@]2(O1)C(=O)Nc1ccc(F)cc12	.	-8	-1	-13	-12	-12	0	-0.3	19	-2
CN1CC[C@]2(CCN3CCc4c(oc5ccccc45)[C@@H]3C2)N(C)C1=O	3.0	-56	-2	-2	4	4	-2	-6.0	-1	1
O=[N+]([O-])c1ccc(Cl)c(/C=N/N2CCN(Cc3ccccc3Cl)CC2)c1	3.7	1	2	0	2	-7	4	0.3	-6	-16
CNS(=O)(=O)c1ccc(Oc2ccc(S(=O)(=O)NC)cc2)cc1	-1.7	8	8	7	-4	5	-2	0.3	-6	5
Cc1cccc(C)c1NC(=O)CNC(=O)Cc1ccc(Br)cc1	-0.9	4	11	-7	-1	3	-5	-0.4	8	1
COc1ccccc1/C=C/C(=O)NCC(=O)N/N=C/c1ccc2c(c1)OCO2	0.5	-85	-5	-3	-5	1	3	0.4	-7	-5
Cc1cc(C)c(NC(=O)CSc2nncn2-c2cccnc2)c(C)c1	-0.4	-7	-1	-1	-1	5	-3	0.5	-8	1
O=C(COC(=O)COc1ccc(Cl)cc1)NC1CCCC1	2.0	5	3	2	-3	-1	0	0.2	-5	-6
CCN(CCCNc1cc2c(c(N)c1S(=O)(=O)O)C(=O)c1ccccc1C2=O)c1ccccc1	-0.8	14	9	-14	-15	-15	73*	0.0	4	14
O=C(OCC(=O)N1CCCCCC1)c1cccc(Cl)c1Cl	2.7	-2	-10	-2	-6	1	-1	-0.1	10	10
O=C(C1=C(O)C(=O)N(CCN2CCOCC2)C1c1cccc([N+](=O)[O-])c1)c1cccs1 (stereo not given)	2.8	2	-4	3	10	-2	6	-0.5	-3	-6
Cc1ccccc1C(=O)Nc1sc2c(c1C(=O)O)CCC2	1.6	2	-8	0	2	-4	6	-0.4	4	-3
O=C(CSc1nc2ccsc2c(=O)n1CC1CCC(C(=O)O)CC1)c1ccc(F)cc1 (stereo not given)	0.4	-4	8	0	-9	-8	1	0.2	-4	0
C/C(=N\Nc1ccc(F)cc1)c1ccncc1	0.5	-2	5	3	1	5	2	0.0	-2	-1
OC1(c2cn(Cc3ccccc3)nn2)CCCCC1	0.5	-6	8	-1	0	-1	-4	0.4	-3	-3
Brc1ccc2c(c1)C(c1ccc(N3CCOCC3)cc1)=NNC(c1cccs1)=N2	2.2	-5	-1	-2	9	-5	15	-0.3	10	-10
Cc1ccc(OCC(=O)Nc2oc(-c3ccccc3)c(-c3ccccc3)c2C#N)cc1	-0.3	-4	3	-2	-17	-2	9	0.0	7	0
Cc1ccc(C(=O)NCC2CCCO2)cc1S(=O)(=O)N1CCCCC1 (stereo not given)	-1.4	6	-3	5	0	0	-6	-0.2	-6	4
COc1cccc(CCc2nnc(CCC(=O)NCCC3CCCCO3)o2)c1 (stereo not given)	0.1	-5	6	0	3	2	-4	-0.2	-12	0
Cc1ccc(C)c(S(=O)(=O)N2CCN(C(=O)c3ccccn3)CC2)c1	-0.5	-10	7	-3	11	-1	-1	0.4	-9	-7
COc1ccc(C(C(=O)NC(C)(C)C)n2c(-c3ccc(-c4ccccc4)cc3)nc3ccccc32)cc1 (stereo not given)	.	-21	8	0	4	5	4	-0.1	-4	-2
O=C(Nc1cccc(Cl)c1Cl)C1CCN(C(=O)c2cccs2)CC1	-0.3	4	7	0	-8	0	-3	-0.2	-16	-10

(further entries)
structure	GAA850 FXN act	ADAM10 inh	Tn6 DDE FP	GC-A act	sPLA2-III inh	NPR2 activator	rCAG RNA binder	KLK7 zymogen act	ARFGAP1 inhibitor	ASAP1 GAP inh
C=CCn1c(COc2ccc(Cl)cc2)nnc1SCc1ccc(C#N)cc1	3.7	-1	-2	-6	-16	-6	-10	0.2	-4	-2
C=CCn1c(CNc2ccccc2)nnc1SCC(=O)N/N=C/c1ccccc1O	-1.9	0	2	-5	-13	-8	0	0.1	3	14
O=C(CCNC(=O)c1ccc(Br)cc1)NC1CCCCCC1	1.4	-6	0	-5	2	-9	1	-0.7	-5	-9
CC1(C)Cc2[nH]c(=S)c(C#N)cc2CO1	1.5	-25	7	4	4	2	3	0.7	-5	7
